KDM5B inhibitor – blocks human KDM5B histone demethylase activity | Potency, µM (top dose mostly 57.7 µM), for the others: at the top dose activity change, negative = inhibition, hits mostly inhibitors | hit rate 2.6% among 220,000 | AID 1347165 | KDM5B demethylase, FDH-coupled NADH fluorescence (FDH is formaldehyde dehydrogenase) | Q9UGL1; active means well fitted inhibition curve with a large enough effect; inconclusive means small, poorly fitted or top-dose-only effect; inactive means no such curve, though single readings can be large or run the other way; further: 0% is about no effect; nearly all actives have a fitted effect of over 70% in size
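Inhibition is measured as reduced NADH fluorescence generation from FDH coupling to formaldehyde release. Truncated KDM5BΔAP at 200 nM final acts on H3K4me3 peptide (12.5 µM in substrate mix) in pH 7.5 HEPES buffer with Tween-20, 30 min, room temperature.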
* hit, by the source's call; u = inconclusive; & = joins results of further samples; [ ] = dose if it differs, or a comment. Potency means the concentration at half of the fitted maximal effect.

SMILES	KDM5B inhibitor
COc1ccc(C(=O)c2cn(-c3cccc(Br)c3)nc2C(C)=O)cc1	-5%
Cc1cc(CN2CCC(c3nnc(CN4CCCC4)n3C3CC3)CC2)on1	-24%
Cc1ccc(-c2noc([C@@H]3CCCN3C(=O)Cc3ccccc3Cl)n2)cc1	5%
O=C(Cc1ccc(Br)cc1)N1CCN(c2ccccc2)CC1	17%
COCCN1CCC(CN(Cc2ccc(Cl)s2)CC2CCCO2)CC1 (stereo unspecified)	18%
CC(C(=O)NC(=O)NC1CC1)N1CCN(c2ccccc2F)CC1 (stereo unspecified)	13%
O=C1CCCN1CC(=O)N1C[C@@H](COCC2CC2)[C@H](c2ccncc2)C1	4%
CSc1cccc(C(=O)Nc2cc(F)c(F)cc2Cl)c1	24%
COc1ccc(/C=C/c2onc(C)c2S(=O)(=O)N2CCC(C(=O)N3CCCCC3)CC2)cc1	-6%
CCCNC(=O)[C@H]1CCC[C@H]1NC(=O)c1ccc(OC)cc1	12%

Remaining list, next part.
SMILES	KDM5B inhibitor
Cc1nc(-c2ccccc2)ncc1C(=O)O	28%
CNCCN1C(=O)CC[C@H]2CN(C(=O)CCc3ccsc3)CC[C@H]21	-10%
Cc1cc(-c2ccco2)n[nH]1	u
O=C(O)CNS(=O)(=O)c1cccc(C(F)(F)F)c1	11%
CN(CCc1ccccn1)C(=O)CCC1CCCN(C(=O)c2c(F)ccc(F)c2F)C1 (stereo unspecified)	-6%
O=C1CCCc2[nH]cc(-c3ccccc3)c21	5%
Cn1cc(S(=O)(=O)N2Cc3ccccc3C[C@H]2C(=O)NC(C)(C)C)cn1	-16%
Cc1ccc(N(C)C(=O)c2sc3nc4n(c(=O)c3c2C)CCCC4)cc1C	4%
CC1(C)CC(OC(=O)CCCCC(=O)OC2CC(C)(C)NC(C)(C)C2)CC(C)(C)N1	17%
CS(=O)(=O)c1ncc(Cl)c(C(=O)Nc2ccc(OC(F)F)cc2)n1	u

Structures from the list above that have fluorine (five):
SMILES	KDM5B inhibitor
CC(C(=O)NC(=O)NC1CC1)N1CCN(c2ccccc2F)CC1 (stereo unspecified)	13%
CSc1cccc(C(=O)Nc2cc(F)c(F)cc2Cl)c1	24%
O=C(O)CNS(=O)(=O)c1cccc(C(F)(F)F)c1	11%
CN(CCc1ccccn1)C(=O)CCC1CCCN(C(=O)c2c(F)ccc(F)c2F)C1 (stereo unspecified)	-6%
CS(=O)(=O)c1ncc(Cl)c(C(=O)Nc2ccc(OC(F)F)cc2)n1	u

Continuation.
SMILES	KDM5B inhibitor
CNC(=O)[C@@H]1C[C@H](N)CN1S(=O)(=O)c1cccc(OC)c1	-28%
CC1CCN(C(=O)[C@@H](C)C2CC[C@@]3(C)CC[C@H](NC(=O)c4ccccn4)[C@@H](C)[C@@H]3[C@H]2O)CC1 (stereo partly specified)	-5%
CC(C)Oc1ccc(C(=O)N2CCc3c(sc4ncnc(N)c34)C2)cc1	2%
C=CCNC(=O)C(NC(=O)c1cccc(C)c1)C1CCN(C(=O)c2ccccc2OC)CC1 (stereo unspecified)	-5%
COc1ccc(Cl)cc1NC(=O)CN(c1cccc(C)c1C)S(=O)(=O)c1ccccc1	-40%
O=C(c1cccc(-n2cnnn2)c1)N(Cc1ccco1)Cc1cccs1	19%
CC(=O)NCC(=O)N1Cc2ccccc2CC2(CCCN(CC3CCNCC3)C2)C1 (stereo unspecified)	u
COc1ccc(-c2nc(C3CC(=O)N(c4ccc(C)cc4)C3)no2)cn1 (stereo unspecified)	22%
COc1ccc(Nc2nc3ccccc3nc2NS(=O)(=O)c2cccc(C)c2)c(OC)c1	-6%
CCN1CCN(Cc2cc(C)cc(CN(C)Cc3ccccn3)c2C)CC1	-22%

(further entries)
SMILES	KDM5B inhibitor
COc1cc(NC(=O)CSc2ncnc3sc4c(c23)CCC(C)C4)c(C(=O)O)cc1OC (stereo unspecified)	-16%
CCc1nonc1NC(=O)c1oc2ccccc2c1C	-14%
CNC(=O)[C@@H]1C[C@@H](O)CN1C1CCN(C(=O)CCc2nc3ccccc3s2)CC1	-20%
CN(CCOc1ccc(Br)cc1)C(=O)CSc1nnc(-c2ccc(Cl)cc2)n1C	52%[activator]
N#Cc1ccc(CN2CCc3nc(N4CCc5ccccc5C4)[nH]c(=O)c3CC2)cc1	u
COc1c(CNC(C)c2nnc3n2CCC3)c(C)nn1C (stereo unspecified)	87%[activator]
COc1ccc(-n2c(C)nc(N)c2C(=O)c2ccccc2)cc1	-4%
CC(=O)Nc1cc(NC(C)=O)cc(-c2nc3ccccc3[nH]2)c1	u
CC(C)(C)c1csc(NC(=O)C2CCN(c3ccc(C#N)cn3)CC2)n1	11%
Cc1nc(-c2c3n(c(=O)n(CC(=O)Nc4ccccc4F)c2=O)CCCCC3)no1	22%

Carrying on:
SMILES	KDM5B inhibitor
CN(C)S(=O)(=O)c1cccc(C(=O)Nc2ccccc2N2CCCCC2)c1	-28%
Cc1nc(-c2ccc(OC(F)(F)F)cc2)sc1C(=O)N1CCN(C=O)CC1	12%
CC(OC(=O)C1=CN2CCS(=O)(=O)N=C2C=C1)C(=O)Nc1cccc(C(F)(F)F)c1 (stereo unspecified)	u
COc1ccc(S(=O)(=O)Nc2c(NC3CCCCC3)c3ccccc3oc2=O)cc1	-18%
CCOC(=O)CN1CCN(C(=O)CCc2cc3cc(OC)ccc3[nH]c2=O)CC1	32µM*
Fc1ccc(-c2csc(-c3ccsc3)n2)cc1F	9%
CC(=O)c1cccc(NC(=O)C23CC4CC(CC(C4)C2)C3)c1	-7%
Cc1c(C)n(Cc2ccccc2)c2ccc(C(=O)N3CCN(c4ccccc4)CC3)cc12	u
COc1cccc(NC(=O)Cn2c(=O)n(CCCCC(=O)NCCc3ccccc3)c(=O)c3ccccc32)c1	u
Cc1cc(OCC(=O)NCC2(N3CCN(C)CC3)CCCCC2)cc(C)c1Cl	9%

The listing continues.
SMILES	KDM5B inhibitor
Cc1ccc(N2CCN(C(=O)c3c(C)oc4ncnc(N5CCOCC5)c34)CC2)c(C)c1	-8%&15%
CCCCN1C(=O)[C@@H]2C[C@@H](O)CN2C2(CN(Cc3cccs3)C2)C1=O	-23%[86.2 µM]
CCOc1ccc(S(=O)(=O)N2CCC(C(=O)N3CCOCC3)CC2)cc1Cl	19%
Cc1ccccc1-c1nccn2c(C3CN(Cc4ccccc4O)C3)ncc12	u
COCCN1CCC2(C1)CN(C)c1ccc(C(=O)NCCOc3ccccc3)cc12 (stereo unspecified)	u
CCc1nc(-c2c3n(c(=O)n(CC(=O)NCc4ccccc4)c2=O)CCCCC3)no1	17%
CCn1c(CN2CCN(C)CC2)nc2cc(NC(=O)c3ccc([N+](=O)[O-])cc3)ccc21	4%
CCN(CC)S(=O)(=O)c1ccc(NC(=O)[C@H](CSCc2ccccc2)N2Cc3ccccc3C2=O)cc1	u
Cc1nn(C)c(C)c1NC(=O)C1CC(=O)N(c2ccc3c(c2)CCC3)C1 (stereo unspecified)	15%
COc1cccc(CCC(=O)N2CCC(Cc3nc(C4CC4)n[nH]3)CC2)c1	u

Other results.
SMILES	KDM5B inhibitor
Cc1nn(-c2nc3c(c(=O)n(CC(N)=O)c(=O)n3C)n2CCc2ccccc2)c(C)c1C	18%
COc1ccc(/C=C(\NC(=O)c2ccc(OC)cc2)C(=O)Nc2ccc(C(=O)O)cc2)cc1	-12%
CN1CCC(NC(=O)C2CCCN(S(C)(=O)=O)CCC(=O)NCC2)CC1 (stereo unspecified)	13%
CCN1CCN(c2ncnc3c2cnn3-c2ccc(C)cc2)CC1	-9%
CCOCCn1ccc2c(OCC(=O)NCc3ccc(C)cc3)cccc2c1=O	u
CC1CCN(C(=O)CCN2C(=O)/C(=C/c3cccs3)SC2=S)CC1	1%
N#Cc1ccccc1NCc1ccccn1	u
CC(c1cccs1)N(C)Cc1ccc(C(F)(F)F)cc1 (stereo unspecified)	-9%&-16%[86.2 µM]
Cc1ccc2c(c1)N(C(=O)Nc1cccc3c1CCCC3)CC(C)O2 (stereo unspecified)	u
CC1=C(C(=O)Nc2ccccc2)C(c2ccccc2Cl)N2C(=O)CSC2=N1 (stereo unspecified)	-4%

Next part:
SMILES	KDM5B inhibitor
CCc1ccc(NC(=O)Cc2nc(-c3c[nH]c(C(=O)N4CCCC4)c3)cs2)cc1	-13%
O=C(Nc1cccc(C(F)(F)F)c1)Nc1ccc2snnc2c1	-19%
CCc1ccc(NC(=O)COCc2cc(-c3ccc(F)cc3)on2)cc1	-6%
COc1cc(CN2CC=C(C)CC2)ccc1OCC(O)CN1CCSCC1 (stereo unspecified)	24%
O=C(CNC(=O)c1cc(-c2cccs2)on1)NC1CC1	-1%
COc1cccc(NS(=O)(=O)c2ccc3[nH]cc(C(=O)N(C)Cc4ccco4)c(=O)c3c2)c1	u
Cc1cccc(COc2ccc3c(C)cc(=O)oc3c2)c1	u
NNC(=O)CSCc1nc(-c2ccc(Cl)cc2)cs1	-2%
Cn1ncc(N2CCCC(CC(=O)N3CCSCC3)C2)cc1=O (stereo unspecified)	-17%
CC(=O)N[C@@H]1CN(Cc2cccc(Br)c2)C[C@H]1CO	-12%

New compounds follow:
SMILES	KDM5B inhibitor
Cn1c([C@H]2CCN(Cc3ccc(F)c(F)c3)C2)nc2ccccc21	u
Cc1ccc(C)c(C(C)NC(=O)CCNC(=O)C2CCCC2)c1 (stereo unspecified)	-15%
CC(C)(C)c1cc(C[C@@H]2C[C@H](NS(C)(=O)=O)C2(C)C)no1	u
CCOCCCNC(=O)C1CCN(c2nc3ccc(Cl)cc3[nH]2)CC1	u
CC(c1ccccc1)n1c(NCCCn2ccnc2)nc2c1c(=O)[nH]c(=O)n2C (stereo unspecified)	18%
COc1ccc(CN2C(=O)[C@@H]3C[C@@H](CN3Cc3cccs3)Oc3ccccc32)cc1	u
CCOc1nc(NC(=O)NC(=O)c2cccc(F)c2)nc(-c2ccccc2)n1	-8%
O=C1O[C@@H]2CN(c3ncccn3)C[C@@H]2N1CCc1ccc(F)cc1	u
CCC(=O)Nc1cccc(OCC(=O)NCc2sc(C)nc2CC)c1	-12%
CCC(=O)N1CCc2ccccc21	20%

The list continues:
SMILES	KDM5B inhibitor
Cn1c(=O)c2c(nc(NCC(O)c3ccccc3)n2Cc2ccc(Cl)cc2Cl)n(C)c1=O (stereo unspecified)	-4%
O=S(=O)(NCc1ccccc1S(=O)(=O)N1CCCCC1)c1ccc2c(c1)CCCC2	3%
Cc1cc(C)c(Cn2c(C)c(CNCc3ccccc3C)c(C(=O)O)c2C)c(C)c1	1%
N#Cc1ccc(NC(=O)c2ccc3c(c2)nnn3C2CCCC2)cc1	-9%
Cc1cc(C(=O)O)sc1-c1ccc(C(C)(C)C)cc1	u
CCCSc1ncnc2c1c(-c1ccccc1)cn2-c1ccccc1OC	-44%
Cc1c(C(=O)N(Cc2ccc(Cl)cc2)C2CCS(=O)(=O)C2)oc2ccccc12 (stereo unspecified)	-9%
Cc1ccccc1-c1nc(CS(=O)(=O)CC(=O)NCC(C)c2ccccc2)c(C)o1 (stereo unspecified)	u
CCOc1ccc(NC(=O)Cn2c(-c3cnccn3)nc(C)c(C)c2=O)cc1	4%
CCOC(=O)c1c(NC(=O)CN2C(=O)C(=O)N(C(C)C)C2=O)sc(C)c1CC	-12%

Next section
SMILES	KDM5B inhibitor
CN(C)c1cccc(Oc2nnnn2[C@H]2CO[C@H]3[C@@H]2OC[C@@H]3NC(=S)Nc2cccc(C#N)c2)c1	u
Cc1noc2c(N3CC(O)C3)cc(-c3ccsc3)nc12	-11%[115 µM]
Cc1ccc(S(=O)(=O)N2CCCC(c3nc4c(nnn4Cc4ccc(OC(F)(F)F)cc4)c(=O)[nH]3)C2)cc1 (stereo unspecified)	-4%
CC(=O)c1cn(CC(=O)N2CCC(C(N)=O)CC2)c2ccccc12	3%
CCCCN1C(=O)NC(c2ccccc2OC)C2=C1COC2=O (stereo unspecified)	3%
Cc1ccc(S(=O)(=O)N2C[C@@H](F)C[C@H]2C(=O)N2CCc3ccccc3C2)cc1Cl	-11%
Cc1ccccc1CSc1nc2c(=O)n(C)c(=O)n(C)c2n1C	0%
CC1(C)CC(=O)C(/C=N/C(N)=O)=C(O)C1	8%
COc1ccccc1NC(=O)Cn1c(=O)n(Cc2ccc3c(c2)OCO3)c(=O)c2oc3ccccc3c21	-28%
Cc1ccc(NC(=O)CCNC(=O)C2CCCC2)cc1	15%

(listing goes on)
SMILES	KDM5B inhibitor
CCn1nc(C(=O)NC2CCN(Cc3ccccc3)C2)c2ccccc2c1=O (stereo unspecified)	26%
Cn1ccc2cc(NCc3nnc(C(=O)N4CCC[C@@H]4CN4CCCC4)n3-c3ccccc3)ccc21	-13%
CC[C@H]1CN(C(=O)c2ccnc(Cl)c2)CC[C@H]1CC(=O)NCCSC	11%[86.2 µM]
Cc1ccccc1OCC(O)Cn1c(=N)n(CCN2CCCCC2)c2ccccc21 (stereo unspecified)	-7%
Cc1nc(N2CCC(NC(=O)C(C)Oc3ccccc3)CC2)cc(C(F)(F)F)n1 (stereo unspecified)	-13%
COc1ccc(-c2cc(OC(=O)c3cccc(Br)c3)c3c(C)oc(C)c3c(=O)c2)cc1	-17%
O=c1oc2ccccc2c(NCc2ccccc2)c1NS(=O)(=O)c1ccc(F)cc1	-22%
CCOCCCNC(=O)C(c1ccc(OC)cc1)N(Cc1cccs1)C(=O)c1ccc(NC(C)=O)cc1 (stereo unspecified)	4%

Reprinted at random: 2 records from the list.
SMILES	KDM5B inhibitor
Cc1nc(N2CCC(NC(=O)C(C)Oc3ccccc3)CC2)cc(C(F)(F)F)n1 (stereo unspecified)	-13%
Cn1ccc2cc(NCc3nnc(C(=O)N4CCC[C@@H]4CN4CCCC4)n3-c3ccccc3)ccc21	-13%

High-throughput results (PubChem BioAssay)

Not all compounds are listed; count on the stated rates, not on these rows.
